D1 allo mod: allosterically modulates the human D1 dopamine receptor; P21728; AID 641; actives 5.9% (n = 58,000); HEK293 D1, CRE-luciferase, dopamine EC30 potentiation; actives deviate in either direction; B-score at 10 µM;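 active = luminescence count or its row- and column-corrected plate score outside the 99.7% band of the plate's sample wells, on either side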
tolC growth inh: growth inhibitors of E. coli BW25113 tolC mutant. actives 2.2% (n = 65,000). growth inhibition, % at 10 µM (by protocol). OD615;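 active = growth inhibition at or above a cutoff equal to the mean over every tested compound plus 3 SD, cut at about 60% in these data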;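 note: growth measured after 20 h incubation at 37 °C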
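Test system: E. coli BW25113 ΔtolC::kan bacteria | Medium: Kanamycin-containing LB broth (50 µg/mL) | Dosing: One dose of 10 µM final | Times: 20 h incubation with compound, 37 °C | Detection: Optical density read at 615 nm | Read-out basis: Percent growth inhibition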
Hsp90 block: displaces geldanamycin probe from tumor Hsp90. P07900. NCI-N417 lysate Hsp90, Cy3B-geldanamycin FP displacement. inhibition, % at 30 µM. actives 0.35% (n = 64,000);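 active = inhibition above 50%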;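 note: 0% = tracer plus lysate wells and 100% = tracer alone without lysate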
MKP-1 inh: human dual specificity phosphatase 1 inhibition. AID 374. P28562. recombinant MKP-1, OMFP hydrolysis fluorescence. inhibition, %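 (compounds tested at a single concentration somewhere between 10 and 100 µM)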. actives 0.15% (n = 65,000);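 active = inhibition above about 50%, limit read from the data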;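 note: 0% = DMSO max control wells and 100% = wells with enzyme stopped by NaOH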
Target sequence (P28562 whole entry, looked up): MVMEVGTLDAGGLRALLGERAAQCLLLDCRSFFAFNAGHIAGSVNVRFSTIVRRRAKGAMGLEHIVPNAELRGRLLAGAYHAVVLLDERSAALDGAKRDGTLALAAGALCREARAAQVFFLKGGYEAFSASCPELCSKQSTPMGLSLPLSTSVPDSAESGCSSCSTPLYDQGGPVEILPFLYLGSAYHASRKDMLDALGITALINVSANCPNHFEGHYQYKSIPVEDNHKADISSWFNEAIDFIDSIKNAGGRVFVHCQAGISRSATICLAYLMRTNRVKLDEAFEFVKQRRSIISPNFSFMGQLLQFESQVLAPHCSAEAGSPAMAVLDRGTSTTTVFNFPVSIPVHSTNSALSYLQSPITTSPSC
CatB mix inh: human cathepsin B inhibition by mixtures; P07858; Purified cathepsin B, AMC dipeptide fluorescence, compound mixtures; inhibition, %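 (ten-compound pools at 5 µM per compound and 50 µM total)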; actives 0.06% (n = 62,000); in the data active = inhibition above about 22%, passing the limit was not always enough;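 note: 0% = enzyme without compound and 100% = no enzyme blank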
E coli RNAP: Escherichia coli RNA polymerase inhibition; P0A8V2; E. coli RNA polymerase, fluorescence transcription assay; inhibition, %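 (tested at 10 µM)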; actives 0.2% (n = 62,000); AID 559; in the data active = inhibition above about 20%;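 note: 0% = enzyme without compound and 100% = no enzyme blank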
CatB block: blocks human cathepsin B protease activity. P07858. purified cathepsin B, fluorogenic substrate, fluorescence. inhibition, %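 (tested at 10 µM)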. actives 0.1% (n = 63,000). AID 453; in the data active = inhibition above about 21%;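 note: 0% = enzyme with no compound and 100% = no enzyme blank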
Cdc25B block: inhibitors of human Cdc25B phosphatase; P30305; recombinant Cdc25B, OMFP fluorescence Ex485/Em525; inhibition, %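 (compounds tested at 10 µM final in the well)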; actives 0.1% (n = 65,000); AID 368; in the data active = inhibition above about 50%
Target sequence (P30305 whole entry, looked up): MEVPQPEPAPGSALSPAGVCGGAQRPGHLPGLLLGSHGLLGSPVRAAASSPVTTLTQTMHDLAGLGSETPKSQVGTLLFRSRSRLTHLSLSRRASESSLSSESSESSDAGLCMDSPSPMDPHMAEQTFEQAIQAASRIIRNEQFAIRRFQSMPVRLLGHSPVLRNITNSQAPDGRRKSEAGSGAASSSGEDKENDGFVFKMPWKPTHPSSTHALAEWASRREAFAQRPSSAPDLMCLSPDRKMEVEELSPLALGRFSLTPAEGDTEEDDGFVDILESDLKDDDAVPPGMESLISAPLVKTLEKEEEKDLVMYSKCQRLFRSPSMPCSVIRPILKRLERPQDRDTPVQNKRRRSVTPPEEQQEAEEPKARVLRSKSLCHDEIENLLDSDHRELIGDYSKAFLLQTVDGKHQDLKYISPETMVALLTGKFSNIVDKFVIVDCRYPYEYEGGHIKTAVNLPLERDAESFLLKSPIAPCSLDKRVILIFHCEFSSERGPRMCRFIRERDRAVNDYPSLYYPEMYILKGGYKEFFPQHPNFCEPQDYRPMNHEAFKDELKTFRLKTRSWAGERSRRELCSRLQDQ
AP ELISA ortho: orthogonal test for alternative complement pathway inhibitors; AID 1235; actives 0.08% (n = 62,000); inhibition, % at 5 µM; Human serum alternative complement pathway, LPS-coated ELISA, C3 deposition; tested in compound mixtures;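 active = inhibition above 30% in each of the two pooled mixtures holding the compound, so the lower value exceeds 30%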;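 note: 0% = serum in Mg-EGTA without compound and 100% = EDTA serum blank; some compounds past the cut are filed as inactive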
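Assay system: human serum alternative complement pathway, C3 deposition on LPS-coated wells; Dosing: 5 µM per compound in ten-compound mixtures; Detection: Anti-C3 ELISA, OD 450 nm; Buffer or medium: Mg2+-EGTA GVB++ buffer containing human serum at 1:15 dilution; Timing: 1 h at 37 °C; Replication: two different pools per compound.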
The depositor's hits bear a star; . = no result given.

SMILES	D1 allo mod	tolC growth inh	Hsp90 block	MKP-1 inh	CatB mix inh	E coli RNAP	CatB block	Cdc25B block	AP ELISA ortho
CCOc1ccc(C2C(C(=O)OC)=C(C)N=C3SCCC(=O)N32)cc1OCC (stereo not drawn)	.	2.0	1.5	14.9	2.7	5.1	5.2	-13.2	0.1
CCCOC(=O)Nc1ccc(S(=O)(=O)Nn2cnnc2)cc1	0.525	-8.1	-1.1	6.3	-0.5	.	.	-7.3	3.2
O=C(O)c1cccc(COCC(F)(F)C(F)F)c1	-0.638	-1.2	-8.1	-3.2	-13.5	9.5	-2.8	-5.3	-2.8
N#CCCn1c(SCC(=O)N2CCN(S(=O)(=O)c3ccccc3)CC2)nc2ccccc21	0.0799	1.5	-0.8	4.8	2.4	7.1	-1.8	-13.1	5.6
COC(=O)c1ccsc1NC(=O)CSc1nnnn1-c1ccccc1SC	1.27	24.5	0.4	-7.4	6.2	7.8	-2.3	-8.0	14.0
COc1ccc2oc(=O)c(C(=O)N3CCN(c4ccccc4)CC3)cc2c1	-0.712	-13.4	2.0	-7.4	1.3	7.2	-0.3	0.4	-0.7
O=C1c2ccccc2S(=O)(=O)N1CC1CC(c2ccccc2)=NO1 (stereo not drawn)	-0.739	8.9	-6.1	-9.0	-4.3	.	-1.4	-2.1	10.5
C=CCn1c(=O)/c(=C/c2cc(OC)c(OC)c(OC)c2)s/c1=C(/C#N)c1nc2ccccc2n1C	-0.0784	1.6	.	16.4	6.3	10.7	1.9	-22.3	5.9
COc1ccc(-n2c(SCC#N)nnc2-c2ccc(NS(=O)(=O)c3ccc(C)cc3)cc2)cc1	9.93*	17.4	4.0	25.0	3.0	-5.7	1.9	-8.7	11.0
O=C(CSc1nnnn1C1CCCC1)N1CCN(C(=O)c2ccco2)CC1	2.13	-1.1	0.4	2.6	4.4	2.9	-1.4	-10.5	15.8
O=C(NCc1ccc2c(c1)OCO2)C1CCN(Cc2cnn(-c3ccccc3)c2-n2cccc2)CC1	-0.175	2.3	0.1	17.1	-5.1	8.2	1.5	-9.9	7.1
CCOC(=O)Nc1cc(Br)c2c(c1)OCCO2	0.242	17.0	-0.7	13.2	-5.6	-3.2	1.7	-5.9	-3.3
COc1ccc2cc(CN(CCCN3CCOCC3)Cc3nnnn3C3CCCCC3)c(=O)[nH]c2c1	-0.577	-11.6	-1.3	14.1	-8.9	1.6	1.3	0.4	8.4
CCCOC(=O)CSC1=C(C#N)C(c2ccccc2Cl)CC(=O)N1 (stereo not drawn)	-0.488	10.6	1.6	-4.2	2.1	6.4	1.8	-5.9	13.6
COC(=O)c1cn(C)c2ccc(S(=O)(=O)N3CCCCC3)cc2c1=O	-0.906	-12.7	-4.4	-16.5	1.4	4.6	3.4	-10.1	6.7
O=C(CSc1nnc(-c2ccc(NS(=O)(=O)c3ccccc3)cc2)o1)NCC1CCCO1 (stereo not drawn)	0.501	20.0	-1.1	5.0	0.9	-7.0	1.1	-1.6	-8.3
O=C(COC(=O)c1cc(S(=O)(=O)N2CCOCC2)cs1)c1ccccc1	0.211	-21.2	-2.3	0.0	5.8	7.1	-5.3	-12.2	11.4
Cc1ccccc1OCC1CN(CN2CCOCC2)C(=O)O1 (stereo not drawn)	-0.267	-10.7	2.0	-22.4	0.4	-6.0	0.6	3.3	-10.2
O=C(CCC1CCCC1)N1CCC(N2CCN(c3ccccc3)CC2)CC1	-2.35	5.2	3.2	-11.4	.	3.6	-0.5	0.1	.
CCCn1c(C)cc(C(=O)COC(=O)c2ccc(Cl)c(S(=O)(=O)N3CCCC3)c2)c1C	-0.153	21.8	.	2.0	3.2	5.9	3.6	-18.8	16.5
Cc1nn(Cc2ccccc2)c(C)c1NC(=O)CCC(=O)O	-0.174	-13.6	4.3	1.3	2.3	2.1	8.9	-30.1	-14.4
C(=C\c1ccccc1)/CSc1nnc(-c2cccnc2)o1	0.211	12.7	-0.4	10.5	2.4	5.5	3.9	-17.0	16.5
Cc1cccc(-n2ncc3c(NCc4cccnc4)ncnc32)c1	-5.06*	19.3	-3.2	-2.8	5.9	2.5	-3.5	-7.0	12.8
CCc1nnc(NC(=O)CN2C(=O)c3ccccc3S2(=O)=O)s1	2.14	-13.9	-5.8	-8.0	0.8	8.3	6.0	-5.0	-0.1
O=C1CC(Sc2nnc(-c3ccccc3)o2)C(=O)N1c1ccccc1 (stereo not drawn)	-0.38	-16.0	-1.2	1.7	-10.7	11.4	2.9	-0.7	4.3

Shown as a markdown table: part of the list above
| SMILES | D1 allo mod | tolC growth inh | Hsp90 block | MKP-1 inh | CatB mix inh | E coli RNAP | CatB block | Cdc25B block | AP ELISA ortho |
| --- | --- | --- | --- | --- | --- | --- | --- | --- | --- |
| O=C(COC(=O)c1cc(S(=O)(=O)N2CCOCC2)cs1)c1ccccc1 | 0.211 | -21.2 | -2.3 | 0.0 | 5.8 | 7.1 | -5.3 | -12.2 | 11.4 |
| Cc1ccccc1OCC1CN(CN2CCOCC2)C(=O)O1 (stereo not drawn) | -0.267 | -10.7 | 2.0 | -22.4 | 0.4 | -6.0 | 0.6 | 3.3 | -10.2 |
| O=C(CCC1CCCC1)N1CCC(N2CCN(c3ccccc3)CC2)CC1 | -2.35 | 5.2 | 3.2 | -11.4 | . | 3.6 | -0.5 | 0.1 | . |
| CCCn1c(C)cc(C(=O)COC(=O)c2ccc(Cl)c(S(=O)(=O)N3CCCC3)c2)c1C | -0.153 | 21.8 | . | 2.0 | 3.2 | 5.9 | 3.6 | -18.8 | 16.5 |
| Cc1nn(Cc2ccccc2)c(C)c1NC(=O)CCC(=O)O | -0.174 | -13.6 | 4.3 | 1.3 | 2.3 | 2.1 | 8.9 | -30.1 | -14.4 |
| C(=C\c1ccccc1)/CSc1nnc(-c2cccnc2)o1 | 0.211 | 12.7 | -0.4 | 10.5 | 2.4 | 5.5 | 3.9 | -17.0 | 16.5 |
| Cc1cccc(-n2ncc3c(NCc4cccnc4)ncnc32)c1 | -5.06* | 19.3 | -3.2 | -2.8 | 5.9 | 2.5 | -3.5 | -7.0 | 12.8 |
| CCc1nnc(NC(=O)CN2C(=O)c3ccccc3S2(=O)=O)s1 | 2.14 | -13.9 | -5.8 | -8.0 | 0.8 | 8.3 | 6.0 | -5.0 | -0.1 |
| O=C1CC(Sc2nnc(-c3ccccc3)o2)C(=O)N1c1ccccc1 (stereo not drawn) | -0.38 | -16.0 | -1.2 | 1.7 | -10.7 | 11.4 | 2.9 | -0.7 | 4.3 |

The list continues.
SMILES	D1 allo mod	tolC growth inh	Hsp90 block	MKP-1 inh	CatB mix inh	E coli RNAP	CatB block	Cdc25B block	AP ELISA ortho
O=C(O)CSc1nnc(-c2ccncc2)n1C1CCCCC1	-0.698	-22.3	-1.3	-15.1	4.8	7.3	3.8	-8.4	5.0
CCOC(=O)C1CCN(Cc2cn[nH]c2-c2ccccc2)CC1	0.00584	4.1	0.5	25.4	-3.3	-4.1	4.1	-10.8	8.3
CCOCCCN1CC(C(=O)NCCc2ccccc2)CC1=O (stereo not drawn)	0.477	-12.3	-2.3	-8.6	7.6	2.5	-4.1	-8.2	24.0
CCOC(=O)C1CCCN(C(=O)C2CCN(S(=O)(=O)c3cnc[nH]3)CC2)C1 (stereo not drawn)	0.16	-25.6	1.4	-4.7	-0.4	12.1	8.5	-8.0	-15.6
COc1cccc(-c2nnc3sc(-c4ccc(C)cc4)nn23)c1	0.466	3.0	-0.2	9.4	4.5	10.2	2.3	6.5	6.0
O=C(CCCCCN1C(=O)CCC1=O)Nc1ccc2c(c1)OCCO2	-0.00177	6.6	0.7	15.1	2.4	1.0	-2.9	-8.2	6.3
COc1ccc(Br)cc1CNC(=O)CCc1nc(-c2ccccc2F)no1	-0.509	16.6	-1.9	-24.2	3.1	5.8	7.1	-13.4	-7.3
Cc1ccccc1NC(=O)c1c(O)c2cccc3c2n(c1=O)CCC3	-0.273	-15.4	1.8	21.9	4.3	2.4	-2.2	-2.3	-6.7
Cc1cc(NC(=O)Cn2c(=O)n(Cc3ccccc3)c(=O)c3ccccc32)no1	0.0263	23.2	.	11.4	0.8	-2.1	3.3	-8.1	6.8
COC(=O)c1ccccc1NS(=O)(=O)c1ccc(F)cc1	-1.67	11.5	-2.2	-0.2	4.3	8.8	-1.6	7.9	4.5
COc1ccc(-c2nnc3sc(-c4cccs4)nn23)cc1OC	4.95*	16.4	3.0	-8.8	1.5	9.1	2.2	4.2	2.6
COc1cccc(NC(=O)CC2SC(=Nc3ccccc3)NC2=O)c1 (stereo not drawn)	0.0953	2.4	-1.2	-3.7	3.6	10.4	3.2	3.2	-26.3
COc1cc(S(=O)(=O)N2CCN(c3ccccc3)CC2)ccc1Cl	0.41	10.1	-1.2	11.5	-5.2	3.2	-6.2	3.5	-3.8
CCCOc1ccc2ccccc2c1/C=N/n1cnnc1	0.975	15.5	-5.7	1.2	10.8	8.5	0.3	6.4	13.4
CCSc1cc(C2C(C(=O)OC)=C(C)NC3=C2C(=O)CCC3)c(C)o1 (stereo not drawn)	-1.07	5.9	-6.8	-0.1	4.0	5.8	-3.9	-6.0	10.2
COc1ccc(C2=Nn3c(nnc3-c3ccccn3)SC2)cc1	.	18.2	-2.7	-22.3	.	6.8	5.1	18.7	.
Cc1cccc(C)c1N(CC(=O)Nc1cccc(N(C)S(C)(=O)=O)c1)S(C)(=O)=O	.	-11.5	-3.1	2.0	1.1	7.0	-3.2	-13.9	9.3
O=C(O)c1ccc(-n2c(-c3ccccc3)n[nH]c2=S)cc1	-0.58	-15.4	-7.1	5.6	2.9	4.6	4.9	-8.8	13.6
CCCC(c1nnnn1C1CCCC1)N1CCN(c2ccccc2F)CC1 (stereo not drawn)	-1.36	4.9	-0.1	-5.3	3.1	4.2	8.7	-22.0	-15.2
COc1ccc(C2(C(=O)NCCCN(C)C)CCOCC2)cc1	0.613	-15.1	-1.1	-8.2	-1.3	3.9	-2.1	-27.5	10.2
Cc1ccc(S(=O)(=O)NC(=O)COc2ccccc2C(N)=O)cc1	.	5.8	-0.3	-4.6	2.9	6.1	-0.1	-2.8	14.8
Cc1ccc(NC(=O)C2CCCN(S(=O)(=O)c3c(C)noc3C)C2)nc1 (stereo not drawn)	-0.0508	-12.8	2.1	11.7	6.7	3.9	3.5	-3.1	10.8
O=C(c1ccc(F)cc1)C1CCN(C(=O)NCc2ccccc2)CC1	.	2.8	-11.0	5.5	-10.4	5.6	4.8	-10.8	16.7
CC(C)C(=O)Nc1nnc(SCC(=O)NCc2cccs2)s1	0.0141	-7.9	-0.3	6.4	-0.3	-9.7	-0.8	-11.9	9.3
O=C(CN(c1ccccc1F)S(=O)(=O)c1ccccc1)N1CCCCCC1	-0.926	7.7	.	8.1	0.6	7.8	3.0	6.6	8.2

The list continues.
SMILES	D1 allo mod	tolC growth inh	Hsp90 block	MKP-1 inh	CatB mix inh	E coli RNAP	CatB block	Cdc25B block	AP ELISA ortho
COc1ccc(C(=O)NCC(C)CN(C)C)cc1 (stereo not drawn)	-0.163	-16.1	-1.7	17.6	1.0	6.9	2.8	-4.5	-9.8
CCn1c(C)nc2cc(S(=O)(=O)N3CCCC3)ccc21	-0.783	0.2	-1.9	2.5	-1.2	1.9	-3.1	6.4	11.9
CCOC(=O)c1cc(NC(=O)c2cccnc2)cc(C(=O)OCC)c1	1.15	5.0	-3.8	20.6	-0.7	1.4	3.7	-4.3	5.7
O=C(c1cn(-c2ccccc2)nc1-c1cccs1)N1CCN(c2ccccn2)CC1	-0.227	19.2	-3.8	11.3	3.0	-3.9	0.5	-4.0	0.8
Cc1ccc(-c2nc(-c3cccnc3)no2)cc1	-4.92*	-4.0	-1.0	4.1	3.4	3.3	-4.2	-0.5	4.2
Cc1cc2c(c(N3CCOCC3)n1)C(=O)OC2	.	-6.2	-1.9	-9.2	-2.7	8.1	7.0	-8.3	15.0
CCc1ccc(C(=O)CSc2ncn[nH]2)cc1	-0.596	-6.2	-3.0	0.4	2.4	10.2	5.8	-7.5	7.9

Source: PubChem
